High-throughput results as filed in PubChem.
14-3-3 Bad inh = disrupts binding of bovine 14-3-3 zeta to phospho-Bad peptide. TR-FRET 14-3-3zeta/Dy647-pBad peptide displacement, 1 h. inhibition, % at 21.7 µM. actives 0.71% (n = 220,000);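 active = inhibition above about 70%, limit read from the data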;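 note: 0% = full 14-3-3 plus peptide FRET controls and 100% = background without 14-3-3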
FXIIa inh = inhibitors of human coagulation factor XIIa | P00748 | purified FXIIa, Boc-QGR-AMC fluorogenic substrate, 2 h | inhibition, % at 5 µM | actives 0.3% (n = 220,000) | AID 800; in the data active = inhibition above about 40%;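 note: 0% = enzyme with no compound and 100% = blank without enzyme; many of its hits are not listed in these tables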
Wee1 stabilizer = blocks degradation of human Wee1 kinase; actives 1.2% (n = 220,000); P30291; reporter increase, % at 5 µM; HeLa Luc-Wee1K328M stability, luciferase luminescence; 100% = proteasome inhibitor MG132 effect;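 active = activation above the mean of all tested compounds plus 3 SD, set per screening run, cut at about 8.8% in these data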;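 note: cells exposed to compound for 20 h before luminescence read; 0% = DMSO alone and 100% = MG132 at 30 µM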
Target sequence (P30291 whole entry K328M): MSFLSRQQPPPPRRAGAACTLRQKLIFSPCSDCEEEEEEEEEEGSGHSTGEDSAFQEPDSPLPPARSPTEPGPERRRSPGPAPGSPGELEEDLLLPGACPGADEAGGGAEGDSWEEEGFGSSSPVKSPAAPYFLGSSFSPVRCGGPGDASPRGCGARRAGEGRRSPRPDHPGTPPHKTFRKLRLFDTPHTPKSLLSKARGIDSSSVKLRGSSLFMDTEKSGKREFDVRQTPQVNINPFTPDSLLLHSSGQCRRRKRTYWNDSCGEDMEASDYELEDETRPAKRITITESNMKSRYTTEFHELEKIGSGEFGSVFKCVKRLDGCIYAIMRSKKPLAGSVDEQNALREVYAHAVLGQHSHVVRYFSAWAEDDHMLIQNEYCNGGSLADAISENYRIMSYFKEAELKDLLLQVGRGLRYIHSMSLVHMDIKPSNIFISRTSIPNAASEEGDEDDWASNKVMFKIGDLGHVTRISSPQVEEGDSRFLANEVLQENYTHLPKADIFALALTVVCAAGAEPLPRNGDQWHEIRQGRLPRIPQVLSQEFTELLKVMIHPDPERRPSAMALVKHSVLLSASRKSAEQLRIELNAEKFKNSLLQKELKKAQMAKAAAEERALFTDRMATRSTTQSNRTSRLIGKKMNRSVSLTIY
Thrombin inh = blocks human thrombin protease activity. alpha-thrombin, Boc-VPR-AMC fluorogenic substrate cleavage. P00734. actives 0.26% (n = 220,000). AID 1046. inhibition, % at 5 µM;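 active = inhibition at or above 40%; inactive = inhibition below 40%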;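 note: 0% = enzyme with no compound and 100% = wells without enzyme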
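Material: human alpha-thrombin enzyme / Medium: pH 7.5 Tris (50 mM) with NaCl 150 mM, Tween 20 0.05% / Compound: single-point dosing at 5 µM, 0.2% DMSO / Incubation: enzyme reaction carried out at room temperature / Detection: AMC fluorescence, 355/460 nm / Read-out basis: percent inhibition scaled between no-compound controls and no-enzyme blanks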
Runt-CBFb FRET = Runt domain-CBFb interaction inhibition; Cerulean-Runt/Venus-CBFb FRET ratio 530/480, 1 h; inhibition, % at 20 µM; actives 0.46% (n = 220,000); AID 1496;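 active = inhibition over about 50% at 20 µM in the single-dose screen, limit read from the data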;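 note: 0% = DMSO wells and 100% = excess unlabeled CBFb competitor control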
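Schedule: protein complex preformed 1 h, compound exposure 1 h, room temperature, dark; test system: Cerulean-labeled Runt domain protein; amount: 100 nM per protein; buffer or medium: Tris 50 mM pH 7.5, KCl, K2SO4, 0.01% BSA; read-out: loss of energy transfer signal; detection: FRET fluorescence; controls: 5 µM unlabeled CBFb as full-inhibition high control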
FXIa inh = factor XIa (human) inhibition; purified FXIa, Boc-Glu-Ala-Arg-AMC fluorogenic substrate; inhibition, % at 5 µM; actives 0.14% (n = 220,000); AID 798;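 active = inhibition of at least 40%; inactive = inhibition below 40%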;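 note: fluorescence of freed AMC excited at 355 nm; 0% = enzyme without compound and 100% = no enzyme blank; many of its hits are not listed in these tables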
Runt-SMMHC FRET = inhibitors of human RUNX1 Runt domain binding to CBFb-SMMHC | Q01196+Q13951 | Cerulean-Runt/Venus-CBFb-SMMHC FRET ratio 530/480, 1 h | inhibition, % at 20 µM | actives 0.74% (n = 220,000) | AID 1434;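 active = mean inhibition across duplicate retests at 20 µM reaching about 50%, limit read from the data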;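 note: 0% = DMSO wells and 100% = wells with excess untagged CBFb-SMMHC; inhibitors lower the FRET ratio by blocking Runt binding to CBFb-SMMHC; some results filed as inactive read as strong as hits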
KLK5 inh = inhibitors of human kallikrein 5. Q9Y337. actives 0.59% (n = 210,000). recombinant hK5, fluorogenic AMC substrate cleavage. AID 873. inhibition, % at 5 µM;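 active = inhibition of 40% or more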;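 note: 0% = enzyme controls without compound and 100% = no-enzyme blanks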
Target sequence (Q9Y337 67-293 limits assumed): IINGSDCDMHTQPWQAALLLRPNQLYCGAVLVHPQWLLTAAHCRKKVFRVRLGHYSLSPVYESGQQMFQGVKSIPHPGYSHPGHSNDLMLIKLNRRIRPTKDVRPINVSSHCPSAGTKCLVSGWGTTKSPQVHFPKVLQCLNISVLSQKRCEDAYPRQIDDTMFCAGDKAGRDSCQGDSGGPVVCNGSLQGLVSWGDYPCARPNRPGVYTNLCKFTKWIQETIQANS
Hck Nef HTS = blocks Nef-activated human Hck kinase. P08631. Recombinant Hck-YEEI plus Nef, Z-Lyte FRET kinase assay. inhibition, % at 20 µM. actives 0.68% (n = 220,000). AID 463187;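 active = Hck-Nef kinase inhibition above about 50%, limit read from the data; inactive = inhibition below that limit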;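 note: 0% = DMSO with Hck plus Nef and 100% = Hck alone without Nef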
The depositor's hits bear a star; / = no result given; [ ] = remark or other dose. The order is random; about 4.2% have a hit in one of these screens.

SMILES | 14-3-3 Bad inh | FXIIa inh | Wee1 stabilizer | Thrombin inh | Runt-CBFb FRET | FXIa inh | Runt-SMMHC FRET | KLK5 inh | Hck Nef HTS
COc1cccc(NC(=O)COC(=O)Cc2ccc(Br)cc2)c1 | -5 | 6 | -4 | -11 | -2 | -8 | 3 | -2 | 12
c1cncc(-c2nnc3sc(C4CCCCC4)nn23)c1 | 2[fluorescence artefact?] | 6 | 1 | 1 | 0 | 6 | -2 | -1 | 2
C/C(=N\NC(=O)c1cc(C)nc2ccccc12)c1cccs1 | -6 | 5 | 0 | 1 | 2 | 12 | 2 | 4 | 12
CCOC(=O)c1cc2sccc2n1CC(=O)Nc1ccc(OC)cc1 | 9 | -7 | 1 | -17 | -1 | 0 | 5 | 4 | 0
CN(C)CCOc1ccc(C(C)(C)c2ccccc2)cc1 | 58 | 12 | -3 | 0 | 2 | 2 | 2 | 13 | 9
COCCn1nnnc1C(c1ccccn1)N1CCN(c2cccc(C)c2C)CC1 (stereo not given) | -5 | 7 | 6 | -2 | -3 | 1 | 0 | 0 | 7
CCOC(=O)c1c(N)sc(-c2ccccc2)c1C | -3 | 32 | 1 | 6 | 22 | 24 | 39 | -6 | 1
NC(=O)c1ccc(N2CCC(C(N)=O)CC2)c([N+](=O)[O-])c1 | 2 | 3 | -2 | -15 | 1 | 2 | -7 | -9 | 1
COc1cc(C(=O)Nc2cc(-c3nc4cc(C)ccc4o3)ccc2C)cc(OC)c1OC | 79* | 17 | 1 | -11 | 0 | -9 | -2 | -20 | 47
CCOc1ccc(OCCSc2nc(C)cc(=O)[nH]2)cc1 | -3[fluorescence artefact?] | 17 | -3 | -5 | -2 | 4 | -2 | -7 | 4
Cc1cc(Br)c2[nH]c3c(c2c1)CCCC3=O | / | 54* | 0 | 3 | -2 | 31 | 2 | 0 | 0
Cc1[nH]c2ccccc2c1/C=C(\C#N)C(=O)NCC1CCCO1 (stereo not given) | -4 | 10 | -4 | 6 | -2 | -3 | -2 | 14 | 15
CSc1nc(Sc2ccccc2)c2ccccc2n1 | -12[fluorescence artefact?] | 3 | -2 | 9 | -2 | 2 | -2 | -18 | 1
O=S(=O)(Nc1cccc(CCc2ccccn2)c1)c1cc(Cl)ccc1Cl | 5 | 5 | 3 | 3 | -1 | 12 | 1 | 6 | -3
CCCCn1c(SCC(=O)N2CC(C)CC(C)C2)nc2cc(S(N)(=O)=O)ccc21 (stereo not given) | -5 | 3 | -1 | 3 | -5 | -9 | 1 | -11 | -2
COc1ccc(CNCCC(c2ccc(F)cc2)c2ccc(OC)cc2)cc1 (stereo not given) | -2 | 10 | 0 | -7 | -3 | 6 | 7 | -9 | 5
C/C(N)=C(/C#N)C(=O)CSc1nc2ccccc2[nH]1 | 9 | 5 | 1 | -7 | 2 | -23 | -8 | -17 | 11
CCOc1ccccc1N(CC(=O)Nc1ccc2c(c1)OCCO2)S(C)(=O)=O | 2 | 1 | -2 | -5 | 0 | -2 | 1 | 3 | 2
Cc1ccccc1NS(=O)(=O)c1ccc2c(c1)n(C)c(=O)n2C | 7 | 5 | 1 | -2 | 0 | -5 | -3 | -12 | 9
Cc1ccc(N(CC(=O)N/N=C/c2ccc(OCC(N)=O)cc2)S(C)(=O)=O)cc1Cl | -10 | 3 | -2 | -4 | 0 | -3 | -2 | -3 | 21

Shown as a hit in FXIIa inh (from the list above):
SMILES | 14-3-3 Bad inh | FXIIa inh | Wee1 stabilizer | Thrombin inh | Runt-CBFb FRET | FXIa inh | Runt-SMMHC FRET | KLK5 inh | Hck Nef HTS
Cc1cc(Br)c2[nH]c3c(c2c1)CCCC3=O | / | 54* | 0 | 3 | -2 | 31 | 2 | 0 | 0

Returning to the listing, repeating the 6 entries before the break.
SMILES | 14-3-3 Bad inh | FXIIa inh | Wee1 stabilizer | Thrombin inh | Runt-CBFb FRET | FXIa inh | Runt-SMMHC FRET | KLK5 inh | Hck Nef HTS
CCCCn1c(SCC(=O)N2CC(C)CC(C)C2)nc2cc(S(N)(=O)=O)ccc21 (stereo not given) | -5 | 3 | -1 | 3 | -5 | -9 | 1 | -11 | -2
COc1ccc(CNCCC(c2ccc(F)cc2)c2ccc(OC)cc2)cc1 (stereo not given) | -2 | 10 | 0 | -7 | -3 | 6 | 7 | -9 | 5
C/C(N)=C(/C#N)C(=O)CSc1nc2ccccc2[nH]1 | 9 | 5 | 1 | -7 | 2 | -23 | -8 | -17 | 11
CCOc1ccccc1N(CC(=O)Nc1ccc2c(c1)OCCO2)S(C)(=O)=O | 2 | 1 | -2 | -5 | 0 | -2 | 1 | 3 | 2
Cc1ccccc1NS(=O)(=O)c1ccc2c(c1)n(C)c(=O)n2C | 7 | 5 | 1 | -2 | 0 | -5 | -3 | -12 | 9
Cc1ccc(N(CC(=O)N/N=C/c2ccc(OCC(N)=O)cc2)S(C)(=O)=O)cc1Cl | -10 | 3 | -2 | -4 | 0 | -3 | -2 | -3 | 21
O=C(Nc1ccc(F)cc1)OCCOc1ccc([N+](=O)[O-])cc1 | 0 | 2 | -3 | -1 | 1 | -5 | 1 | -6 | 3
Cc1c(C#N)c(N=CN(C)C)c(C(=O)c2ccc(Br)cc2)n1-c1ccccc1 | 2[fluorescence artefact?] | 12 | 0 | 4 | -2 | 2 | 1 | 0 | -2
O=C(NCc1csc(-c2cccs2)n1)C1CC1 | -4 | 5 | -1 | 1 | 1 | 2 | -4 | -1 | -1
Cc1ccccc1NCc1ccc(O)c2ncccc12 | 17[fluorescence artefact?] | 9 | -2 | -2 | 5 | 8 | 2 | -36 | 7
CC(C)CC(COCc1ccc(Cl)cc1)N1CCN(C(=O)c2ccc(Cl)cc2Cl)CCC1=O (stereo not given) | -3[fluorescence artefact?] | 6 | -1 | -5 | -11 | 0 | -11 | -10 | -10
CS(=O)(=O)c1ccc2nc(NC(=O)c3ccc(NS(=O)(=O)c4cccc([N+](=O)[O-])c4)cc3)sc2c1 | 26 | 12 | 1 | 53* | -3 | 4 | -5 | 3 | 41
COc1cc(C2C(S(=O)(=O)c3ccccc3)CON2C)ccc1OCc1ccc(F)cc1 (stereo not given) | -11 | 5 | -2 | -5 | -3 | 0 | -3 | -5 | -3
CC(=O)NC(NC(=S)Nc1c(C)n(C)n(-c2ccccc2)c1=O)C(Cl)(Cl)Cl (stereo not given) | -4 | 36 | 0 | -6 | 0 | 31 | 0 | 18 | -29
CCn1c(COc2ccc(C)cc2)nnc1SCC(=O)Nc1ccc2c(c1)OCCO2 | -6 | 14 | -2 | 3 | -2 | 1 | -5 | -24 | 2
COc1cccc(/C=N/n2cnc3c(cnn3-c3ccccc3)c2=O)c1 | 4 | 11 | 2 | 2 | 3 | 2 | 1 | 3 | 9
Cc1ccccc1-c1noc(-c2cccs2)n1 | 9 | 16 | 3 | 0 | 0 | 3 | -3 | -2 | -8
CC1(C)CC(CC(=O)Nc2ccccc2[N+](=O)[O-])C(=O)O1 (stereo not given) | -4 | 9 | 0 | -3 | 0 | 3 | 7 | 6 | -1
CC(C)n1cnc2cc(NCc3ccccn3)ccc21 | -1 | 10 | 0 | -6 | 44 | 4 | 2 | -20 | 3
COCCN(C(=S)Nc1cc(C)cc(C)c1)C(C)c1cccs1 (stereo not given) | -4 | 8 | 2 | 22 | 2 | -2 | -3 | 2 | 21
O=C(CN1CCN(CC(=O)Nc2ccccc2C(F)(F)F)CC1)Nc1ccccc1F | -4 | 23 | 1 | 1 | -5 | -2 | 5 | -17 | 2
COc1ccc(CC(=O)Nc2ccc(S(=O)(=O)Nc3cc(C)on3)cc2)cc1OC | -2[fluorescence artefact?] | -7 | 0 | -8 | 0 | -12 | -1 | -5 | 1
CCOC(=O)c1c(C)nc2c(c1C)c(=O)oc1ccccc12 | -10[fluorescence artefact?] | 9 | -1 | 0 | -6 | 6 | -1 | -4 | -5
O=C(Cn1nnc(-c2ccccc2)n1)OCc1csc(-c2ccccc2)n1 | 3 | 49* | 2 | 21 | -2 | 12 | 3 | 22 | 0
CC(=O)c1ccc(NC(=O)C2CCN(S(=O)(=O)c3cccs3)CC2)cc1 | -6 | 8 | 4 | -3 | -1 | 3 | 2 | 0 | 5
Cc1cc(-c2ccccc2)n[nH]1 | 3 | 17 | -2 | 10 | 0 | 12 | -2 | 16 | -25
N=C(N)c1ccc(Cl)cc1 | -19 | 7 | -1 | 1 | 0 | 0 | 0 | 1 | 20
Cc1nn2c3c(cnc2c1-c1ccccc1)C(=O)CCC3 | 3 | 11 | -1 | 5 | -2 | 4 | -2 | 6 | 3
O=S(=O)(c1ccc2ccccc2c1)N1CCN(Cc2ccccn2)CC1 | 34 | 1 | -3 | / | -3 | 1 | -3 | -4 | 21
CCCNC(=S)N1CCC(c2nc3cc(C)c(C)cc3[nH]2)CC1 | 13[fluorescence artefact?] | 15 | -2 | 2 | 0 | -18 | -2 | 10 | 0
COc1ccc(/C=C(\NC(=O)c2cccs2)C(=O)N2CCOCC2)cc1OC | 12 | 9 | -3 | -5 | -1 | 8 | -1 | -2 | 2
CC(CCc1ccccc1)NC(=O)COC(=O)C1=COCCO1 (stereo not given) | 6 | 6 | -1 | -3 | 0 | -1 | 2 | -26 | 1
Cn1c(CBr)c(C(=O)c2ccc([N+](=O)[O-])cc2)c(=O)n(C)c1=O | -7 | 14 | 2 | 0 | 29 | 5 | -13 | 5 | 15
CCOC(=O)Cc1c(Sc2ccccc2)c2ccccc2n1C | -1 | 2 | 1 | -9 | -4 | -8 | -2 | -7 | 2
COC(=O)c1ccc(/C=C/c2ccc3cccc(OC(C)=O)c3n2)cc1 | 3[fluorescence artefact?] | 9 | -2 | -17 | -3 | 7 | -4 | -20 | 4
CCOc1ccc2c(c1)C(N(CCN1CCOCC1)C(=O)Nc1ccc(OC)cc1OC)CC(C)(C)O2 (stereo not given) | -5 | 8 | -1 | -3 | / | -5 | -2 | -5 | -6
Cc1ccc(NC(=O)COn2nnc3ccc(S(=O)(=O)N(C)C)cc32)cc1F | 7 | 13 | 3 | -2 | 0 | 2 | -3 | 4 | 3
